CYP2C19 inh: blocks human cytochrome P450 2C19. P33261. CYP2C19 Supersomes, luciferin-H EGE luminescence, 30 min. inhibition, % at 5 µM. 21% of 96,000 active;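 active = CYP2C19 inhibition above a set limit at 5 µM in the primary screen, cut at about 50% in these data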;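 note: plate controls were negative control wells for no effect and 2.5 mM tranylcypromine positive control for full effect; values of inactives mirror those of a sister screen read the other way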
Target sequence (P33261 whole entry, looked up): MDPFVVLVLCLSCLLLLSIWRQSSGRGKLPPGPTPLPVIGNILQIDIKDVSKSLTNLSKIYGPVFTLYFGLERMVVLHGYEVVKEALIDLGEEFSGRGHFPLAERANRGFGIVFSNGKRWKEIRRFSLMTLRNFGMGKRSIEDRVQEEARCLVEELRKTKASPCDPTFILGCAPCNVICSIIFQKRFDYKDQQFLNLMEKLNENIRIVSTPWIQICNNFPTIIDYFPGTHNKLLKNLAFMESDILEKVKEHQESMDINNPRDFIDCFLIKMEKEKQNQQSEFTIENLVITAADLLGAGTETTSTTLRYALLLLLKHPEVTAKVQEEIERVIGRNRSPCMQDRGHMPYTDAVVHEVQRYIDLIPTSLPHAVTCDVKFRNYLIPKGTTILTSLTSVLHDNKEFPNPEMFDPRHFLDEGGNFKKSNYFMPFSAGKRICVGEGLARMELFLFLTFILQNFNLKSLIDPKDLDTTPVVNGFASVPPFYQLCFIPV
sEH inh: blocks human soluble epoxide hydrolase activity; recombinant human sEH enzymatic activity assay; inhibition, % at 2 µM; 0.34% of 91,000 active; AID 707; in the data active = inhibition above about 80%; note: values of inactives mirror those of a sister screen read the other way; many of its hits are not listed in these tables
Target sequence (P34913 whole entry, looked up): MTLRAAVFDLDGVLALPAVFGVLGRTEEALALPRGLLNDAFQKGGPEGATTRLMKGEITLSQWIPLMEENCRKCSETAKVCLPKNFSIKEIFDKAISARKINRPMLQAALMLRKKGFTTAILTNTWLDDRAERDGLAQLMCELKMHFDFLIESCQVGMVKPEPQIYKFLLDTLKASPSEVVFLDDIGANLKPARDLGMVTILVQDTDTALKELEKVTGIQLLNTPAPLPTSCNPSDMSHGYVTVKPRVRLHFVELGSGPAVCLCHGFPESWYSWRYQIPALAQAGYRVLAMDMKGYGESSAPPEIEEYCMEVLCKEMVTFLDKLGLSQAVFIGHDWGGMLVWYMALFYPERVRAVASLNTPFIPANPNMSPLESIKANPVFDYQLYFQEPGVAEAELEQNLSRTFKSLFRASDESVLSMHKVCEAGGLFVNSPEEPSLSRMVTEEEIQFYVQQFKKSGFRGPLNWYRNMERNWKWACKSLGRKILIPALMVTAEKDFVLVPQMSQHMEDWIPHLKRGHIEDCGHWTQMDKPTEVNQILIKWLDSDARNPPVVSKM
sEH activator: increases human soluble epoxide hydrolase activity. P34913. purified human sEH enzymatic activity, activator screen. activation, % at 2 µM. 0.04% of 91,000 active; in the data active = activation above about 37%; note: values of inactives mirror those of a sister screen read the other way
PostGolgi ctrl: inhibits growth of the yeast control strain. efflux-deficient yeast background strain, growth absorbance A615, 16 h. inhibition, % at 10 µM. 5% of 98,000 active
S1P2 ag: agonists of human S1P2 receptor | AID 729 | 0.46% of 97,000 active | activation, % at 4.5 µM | O95136 | S1P2-expressing cell line, agonist reporter read-out; in the data active = activation above about 16%;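 note: 0% = vehicle low control and 100% = maximal reference agonist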
hDAT+cocaine: human DAT dopamine uptake with cocaine, either direction; LLC-PK1 hDAT cells, [14C]-dopamine uptake with cocaine IC80; actives deviate in either direction; B-score at 10 µM; 1.3% of 110,000 active;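 active = Z score or B-score, a plate-position-corrected score, falls beyond the plate's 99.7% confidence bounds, in either direction; inactive = both scores lie inside the 99.7% bounds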;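 note: scored against the spread of the other compound wells on the same plate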
PostGolgi yeast: growth inhibition of a yeast mutant, post-Golgi transport screen; 0.9% of 98,000 active; post-Golgi transport phenotypic cell assay; inhibition, % at 10 µM; AID 739;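 note: yeast cells grown in 1536-well plates; yeast grown about 18 h at 30C before absorbance read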
CYP2C19 activ: activators of human cytochrome P450 2C19 | recombinant CYP2C19, luciferin-H EGE luminescence; active compounds read high; 0 = fully inhibited enzyme, 1 = untreated enzyme | activation factor at 5 µM | 96,000 tested, under 10 active | AID 1025;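 active = activation factor of at least 2 at 5 µM in the primary screen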;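 note: 0 = wells with 2.5 mM tranylcypromine and 1 = vehicle-only wells; values of inactives mirror those of a sister screen read the other way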
S1P2 antag: S1P2 (human) receptor antagonism. O95136. cell-based S1P2 antagonist assay, inhibition at 5 uM. inhibition, % at 5 µM. 0.21% of 97,000 active. AID 736; in the data active = inhibition above about 45%;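 note: CRE beta-lactamase reporter cells expressing human S1P2 stimulated with S1P; 0% = agonist at EC80 alone and 100% = agonist plus reference antagonist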
The depositor's hits bear a star; nt = no result given. Cut-off read from the data, not from the text of the source, unless noted: active = inhibition above about 30%; inactive = the rest.

SMILES | CYP2C19 inh | sEH inh | sEH activator | PostGolgi ctrl | S1P2 ag | hDAT+cocaine | PostGolgi yeast | CYP2C19 activ | S1P2 antag
c1ccc(CCN2CN(CCCN3CCOCC3)c3nc4ccccc4n3C2)cc1 | 2 | 10 | -12 | 19 | -5 | -0.65 | 5 | 1 | -15
N#CCCn1cnc2c(=S)nc[nH]c21 | -5 | 4 | -1 | 0 | -3 | -0.33 | -6 | 1.1 | 3
O=C(c1ccc(Cl)cc1)N1CCN(c2ccc(F)cc2)CC1 | nt | -1 | 1 | nt | -2 | -0.14 | nt | nt | -7
Cc1nnc(N2CCN(c3ccccc3)CC2)c2nn(-c3ccccc3F)c(C)c12 | nt | -10 | 9 | nt | -2 | nt | nt | nt | -6
O=C1c2oc3ccccc3c(=O)c2C(c2cccc(O)c2)N1c1ccccn1 (centres undefined) | 38 | 10 | -7 | 10 | -7 | 1.2 | -3 | 0.6 | -7
O=C(Nc1ccccc1)c1ccn[nH]1 | 0 | -1 | 0 | -2 | -9 | 0.047 | 0 | 1 | 7
O=C(COc1ccc(Cl)cc1)Nc1ccc(N2CCN(C(=O)c3ccco3)CC2)cc1 | 51* | 31 | -29 | 13 | -8 | -0.018 | 88* | 0.5 | 6
CCn1nc(NC(=O)c2ccncc2)c2cc3ccc(C)cc3nc21 | 63* | nt | nt | -3 | -5 | 0.48 | 2 | 0.4 | -13
COc1cc2c(cc1OC)CN(C(=O)c1cc3ccccc3oc1=O)CC2 | 13 | 6 | -6 | -10 | -2 | 0.23 | 1 | 0.9 | -14
Cc1ccc(C(=O)/C=C/c2c(C)nn(-c3ccccc3)c2Cl)cc1 | 76* | -18 | 20 | 11 | -2 | -0.11 | -2 | 0.2 | -2
O=S(=O)(c1cccc2cccnc12)N1CCN(c2ccccc2)CC1 | 99* | 10 | -11 | 10 | -2 | 0.63 | 23 | 0 | 4
Cc1ccc(NC(=O)Cc2nnc(SCC(=O)c3ccc(Br)cc3)n2C)cc1Cl | -9 | 7 | -10 | 13 | -3 | nt | 2 | 1.1 | -1
Cc1cccc(OCCNC(=O)c2cc(-n3cnnc3)ccc2Cl)c1 | 44 | -9 | 11 | -7 | -8 | -0.32 | 0 | 0.6 | -1
Cc1nc(CNS(=O)(=O)c2ccc3c(c2)OCCO3)cs1 | 87* | 2 | 1 | nt | -5 | 1.1 | nt | 0.1 | 20
CCOc1ccccc1N1CCN(C(=O)c2cc3c(s2)CCC3)CC1 | 10 | 7 | -8 | 40* | -2 | 1.9 | 17 | 0.9 | 8
CCOC(=O)c1sc(Nc2ccc(C)cc2C)nc1C | 17 | -1 | 3 | 52* | -8 | 0.28 | 4 | 0.8 | -6
O=C(c1ccco1)N1CCN(C(c2ccc(Cl)cc2)c2nnnn2Cc2ccccc2)CC1 (centres undefined) | nt | 3 | -3 | nt | -3 | 0.31 | nt | nt | -11
CSc1nnc2c(n1)c(C)nn2-c1cccc(C)c1 | nt | 3 | 0 | nt | -6 | 0.55 | nt | nt | -1
COc1ccc(S(=O)(=O)N(CC(=O)N/N=C/c2cccs2)c2cc(C)cc(C)c2)cc1OC | 53* | 0 | -2 | 22 | -5 | 0.98 | -8 | 0.5 | 16
CC(=O)N(CCCCN1C(=O)c2ccccc2C1=O)c1ccc(C)cc1 | 23 | -2 | 2 | 17 | -3 | 1 | 4 | 0.8 | 8
CCOC(=O)CNc1nnc(SCC(=O)OCC)[nH]c1=O | 5 | -8 | 8 | 0 | -5 | -0.23 | -2 | 1 | 21
Oc1[nH]c2ccccc2c1N=Nc1ccc(C(F)(F)F)cn1 | nt | 9 | -7 | 4 | -6 | nt | -9 | nt | 1
COc1cccc(/C=N/n2nnc3c(cnn3-c3ccccc3)c2=O)c1 | 10 | -11 | 14 | 11 | -2 | nt | -7 | 0.9 | -2
Cc1cc2c(C)c(C)c(=O)[nH]c2cc1N | 5 | 4 | -2 | 0 | -3 | -1.9 | 6 | 0.9 | -34
CC(C)CCNC(=O)C(C)N(Cc1ccc(F)cc1)C(=O)c1ccc(CN2CCCCC2)o1 (centres undefined) | 34 | 10 | -7 | 1 | -5 | 0.81 | 13 | 0.7 | -12
CCOc1ccc(NC(=O)N(CCC(C)C)C(C)c2ccco2)cc1 (centres undefined) | 24 | 63 | -63 | 14 | -5 | nt | -3 | 0.8 | 14
O=C(CSc1nnc(CNc2ccc(F)cc2)o1)N1CCCc2ccccc21 | 28 | nt | nt | 1 | nt | -0.011 | 6 | 0.7 | nt
Cc1ccccc1OCC(=O)N/N=C/c1cc2ccccc2nc1Cl | 1 | 57 | -56 | 2 | -6 | 1.5 | 0 | 1 | 13
Cn1c(=O)n(C)c2cc([N+](=O)[O-])c(N3CCN(C(=O)c4ccccc4)CC3)cc21 | 4 | -3 | 4 | 9 | -2 | 0.95 | 7 | 1 | 11
CCN1CCN(CC(=O)Nc2c(C(=O)OC)[nH]c3cccc(Cl)c23)CC1 | 4 | -2 | 1 | 2 | -4 | 0.44 | 12 | 1 | -9
O=C(NCc1ccncc1)C1CCCN(S(=O)(=O)Cc2ccccc2)C1 (centres undefined) | nt | 32 | -28 | 3 | -2 | 0.0088 | -6 | nt | -12
CCN(CC)CCCn1c(C)cc2c(c1=O)C(c1ccc(OC)c(OC)c1OC)C(C#N)=C(N)O2 (centres undefined) | nt | nt | nt | 3 | -4 | -0.82 | -1 | nt | -6
COC(=O)C1CCN(C(=O)COC(=O)Cc2c[nH]c3ccccc23)CC1 | -2 | nt | nt | -1 | -7 | 0.065 | 26 | 1 | 16
COc1ccc(Nc2nc(C)cc(=O)[nH]2)c(OC)c1 | -1 | -22 | 24 | 3 | 1 | 1.1 | -4 | 1 | -8
O=C(Cc1ncn[nH]1)NCCc1ccccc1 | 0 | -7 | 4 | -6 | 0 | -0.026 | 0 | 1 | 1
CS(=O)(=O)N1CCC(C(=O)NCC2CCCO2)CC1 (centres undefined) | -2 | -6 | 6 | 6 | -6 | -0.74 | -1 | 1 | 0
CSc1nnc(NC(=O)c2ccc(C)c(S(=O)(=O)N3CCOCC3)c2)s1 | 4 | -2 | 2 | -4 | -4 | 0.51 | -7 | 1 | 16
COCC(=O)NCCc1ccc(S(N)(=O)=O)cc1 | -4 | -3 | 3 | 17 | -3 | 0.0089 | -8 | 1 | 12
CCOC(=O)c1ccc(NC(=O)CCc2nc(-c3ccccc3)no2)cc1 | 6 | nt | nt | 9 | nt | -0.01 | 2 | 0.9 | nt
Cc1ccc(C)c(N2CCN(C(c3ccc(N(C)C)cc3)c3nnnn3C(C)(C)C)CC2)c1 (centres undefined) | nt | 20 | -18 | nt | -6 | -0.0078 | nt | nt | -4
CCOC(=O)c1sc(N(Cc2ccccc2)C(=O)CN2C(=O)CN(C)C2=O)nc1C | 14 | 14 | -14 | 10 | -6 | 4.2* | -10 | 0.9 | -3
CCCCn1c(SCC(=O)c2cc(OC)ccc2OC)nc2cc(S(N)(=O)=O)ccc21 | 11 | nt | nt | -14 | nt | -1.4 | -14 | 0.9 | nt
O=C1c2ccc3c4c(ccc(c24)C(=O)N1Cc1cccnc1)C(=O)N(Cc1cccnc1)C3=O | -12 | 1 | 0 | 2 | -2 | -0.51 | 0 | 1.1 | -11
Cc1cc(C)cc(-n2ccnc2SCC(=O)Nc2ccc3c(c2)OCCO3)c1 | 23 | 20 | -18 | 3 | -7 | 0.76 | -8 | 0.8 | 19
CSc1ccccc1NC(=O)CN(Cc1ccccc1)S(C)(=O)=O | 24 | 6 | -7 | 5 | -2 | -0.43 | -5 | 0.8 | -1
O=S(=O)(Nc1ccc(S(=O)(=O)Nc2ccccc2)cc1)c1ccccc1 | 28 | -5 | 6 | -2 | -7 | 0.38 | 14 | 0.7 | -6
CC(=O)c1ccc(NC(=O)C2CC(=O)N(Cc3ccccc3)C2)cc1 (centres undefined) | 34 | 2 | -1 | 2 | -3 | 0.013 | -6 | 0.7 | -13
Cc1ccc2c(c1)-c1c(cnn1CC(=O)N(CCC#N)c1ccccc1)CO2 | 23 | 4 | -4 | 8 | -3 | 0.37 | 6 | 0.8 | 7
CCOC(=O)c1cnc2nc(NCc3ccc(OC)c(OC)c3)[nH]n2c1=O | nt | 12 | -11 | 29 | -3 | -0.011 | 6 | nt | -1
O=C(CSc1ncn[nH]1)Nc1nc(-c2ccccc2)cs1 | 64* | -1 | 4 | 1 | -6 | 0.02 | 6 | 0.4 | 13
CCc1c(C)n2nc(C)cc2[nH]c1=O | -21 | -2 | -2 | -9 | -5 | 0.25 | 5 | 1.2 | 20
O=Cc1ccc2oc3nc4n(c(=O)c3c(=O)c2c1)CCCS4 | 18 | 8 | -9 | -3 | 0 | 0.0042 | -5 | 0.8 | 0
COc1cc(Cn2c(N)c(C#N)c3nc4ccccc4nc32)cc(OC)c1 | -6 | -4 | 2 | 0 | 14 | nt | 3 | 1.1 | -35
Cc1ccc(-c2csc(NC(=O)C3CC=CCC3C(=O)O)c2C(=O)OC(C)C)cc1 (centres undefined) | 15 | 11 | -9 | 3 | -1 | nt | 4 | 0.9 | -14
CCOC(=O)CNC(=O)CSc1ncnc2c1cnn2Cc1ccccc1 | 23 | -3 | 2 | 6 | -2 | -0.031 | -4 | 0.8 | -3
CC(C)CNC(=O)COC(=O)c1ccc(Cl)c(S(N)(=O)=O)c1 | 0 | -1 | 3 | 5 | -1 | 0.21 | -3 | 1 | 12
CCN(CC)CCCn1c(C)cc2c(c1=O)C(c1cc(OC)c(OC)cc1OC)C(C#N)=C(N)O2 (centres undefined) | -18 | 7 | -6 | -1 | -7 | -0.59 | 6 | 1.2 | 9
COc1cc2c(cc1OC)C(COc1ccc3c(C)cc(=O)oc3c1)N(C(=O)c1ccco1)CC2 (centres undefined) | nt | 8 | -7 | 8 | 21* | -0.81 | -1 | nt | -8
Cc1cc(C)c(C)c(C(=O)CSc2nnc(-c3ccc4[nH]c(C)c(C)c4c3)o2)c1C | nt | -1 | 3 | nt | -5 | 1 | nt | nt | 21
O=C(NCC(c1cccnc1)N1CCOCC1)c1cccs1 (centres undefined) | -16 | 5 | -5 | 3 | -3 | -0.86 | -12 | 1.2 | -1

The list goes on:
SMILES | CYP2C19 inh | sEH inh | sEH activator | PostGolgi ctrl | S1P2 ag | hDAT+cocaine | PostGolgi yeast | CYP2C19 activ | S1P2 antag
CC1CC(C)CN(c2nc3c(c(=O)[nH]c(=O)n3C)n2CCCSc2nc3ccccc3s2)C1 (centres undefined) | nt | -2 | 1 | nt | -5 | nt | nt | nt | -4
Cc1sc2nc(CN3CCOCC3)nc(NCCc3ccccc3)c2c1C | 40 | 26 | -24 | -7 | -4 | 0.18 | 13 | 0.6 | 14
CC(C)N(c1nnc(N)s1)C(C)C | nt | 6 | -7 | nt | -4 | 1.2 | nt | nt | -2
Cn1c(=O)[nH]c(=O)c2c1nc(NC1CCCCC1)n2Cc1ccccc1 | 2 | nt | nt | 9 | -6 | 0.72 | 21 | 1 | -5
N#Cc1c(NC(=O)CSc2n[nH]c(Cc3ccccc3)n2)oc(-c2ccccc2)c1-c1ccccc1 | 91* | -5 | 5 | 15 | -7 | 0.67 | 4 | 0.1 | 0
CC(=O)Nc1cccc(NC(=O)C2CCCN2C(=O)Nc2cccc(C)c2)c1 (centres undefined) | -6 | 6 | -8 | -2 | -6 | 0.36 | 14 | 1.1 | 12
Cc1ccc(NCc2ccccc2OCc2ccccc2F)cc1 | 57* | 4 | -2 | 9 | 1 | 0.013 | -6 | 0.4 | -17
CN1CCN(c2nc3c(c(=O)[nH]c(=O)n3C)n2CCOc2ccccc2)CC1 | -3 | -1 | 2 | 8 | -2 | 0.0023 | 5 | 1 | -4

Three compounds from above, reduced to sEH activator and PostGolgi ctrl:
canonical_smiles	sEH activator	PostGolgi ctrl
Cn1c(=O)[nH]c(=O)c2c1nc(NC1CCCCC1)n2Cc1ccccc1	nt	9
Cc1ccc(NCc2ccccc2OCc2ccccc2F)cc1	-2	9
Cc1sc2nc(CN3CCOCC3)nc(NCCc3ccccc3)c2c1C	-24	-7
